Screening results from PubChem.
H9c2 TAG inh – triacylglycerol accumulation inhibition; H9c2 cells, Nile Red lipid (TAG) fluorescence; cells loaded with 200 µM oleic acid; inhibition, % at 12.5 µM; 230,000 compounds, 0.66% hits;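 active = pattern-corrected inhibition of lipid staining of at least 50% with the nuclear-stain viability signal not falling by more than 50%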;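 note: 0% = DMSO wells and 100% = triacsin C control wells; some results filed as inactive read as strong as hits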
H9c2 TAG inh DAPI viability – further read-out of H9c2 TAG inh, marked with its call; DAPI nuclei signal change (viability), lower = more cytotoxic, %;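 whole-well DAPI fluorescence read on a plate reader as a viability signal; minus 50 percent equals half of cells still viable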
Active calls of the source: *. Only part of the results is shown; the hit share may differ from the screen's.

SMILES	H9c2 TAG inh	H9c2 TAG inh DAPI viability
NC(=O)CC[C@H](NC(=O)c1ccc(F)cc1)C(=O)OCC(=O)NCc1ccc2c(c1)OCO2	3	-1
N#Cc1c(-c2ccccc2Cl)c2c([nH]c1=O)-c1ccccc1OC2	3	1
CNc1nc(NC)c2cn[nH]c2n1	8	-5
C[C@@H]1CN([C@H](C)CO)C(=O)CCCn2nncc2CO[C@H]1CN(C)S(=O)(=O)c1cccc(F)c1	-17	11
C[C@@H]1O[C@@H](O[C@H]2[C@H](Oc3cc(O)c4c(c3)O[C@H](c3ccc(O)cc3)CC4=O)O[C@H](CO)[C@@H](O)[C@@H]2O)[C@H](O)[C@H](O)[C@H]1O	-15	14
COc1c(C(C)C)cc(NC(C)=O)cc1C(C)C	-9	12
Cc1onc(-c2c(Cl)cccc2Cl)c1C(=O)N1C(C)CCCC1C (configuration not stated)	3	-5
Cc1nn(CC(C)C)c(Cl)c1C(=O)NCC(C)(C)N1CCOCC1	-1	9
Cc1nc2sccn2c(=O)c1S(=O)(=O)NC(C)c1ccccc1 (configuration not stated)	-3	7
CN(CC(=O)Nc1ccc(F)cc1)C(=O)COC(=O)c1cc(S(=O)(=O)N(C)C)ccc1N1CCCC1	13	-9
CC(C)(C)OC(=O)NCc1ccc(CNC(=O)c2nc[nH]c2C(=O)N2CCc3ccccc3C2)cc1	10	1
O=C(Nc1cccc(S(=O)(=O)N2CCOCC2)c1)c1ccc(N2CCOCC2)c([N+](=O)[O-])c1	-10	7
COc1cccc(C#Cc2cnc3c(c2)C(=O)N([C@@H](C)CO)C[C@H](C)[C@H](CN(C)C(=O)C2CCC2)O3)c1	-3	17
O=C(Oc1ccc(C(=S)N2CCOCC2)cc1)c1ccccc1[N+](=O)[O-]	-8	0
CN(C)CCNC(=O)c1cccc2ccc(-c3ccc(-c4ccccc4)cc3)nc12	60*	173*
CC(C)NC(=O)C1CCN(Cc2cnn(-c3ccccc3)c2-n2cccc2)CC1	-30	5
CN(c1cccc(NS(=O)(=O)c2cccs2)c1)S(C)(=O)=O	0	-12
CCOC(=O)C(C)Oc1ccc(NC(=O)C(Cl)Cl)cc1 (configuration not stated)	-14	11
COc1ccc(OC)c(/C=C/C(=O)NC2=NCCS2)c1	14	-2
CCOC(=O)c1cnc(-n2[nH]c(C)c(Cc3ccccc3)c2=O)[nH]c1=O	-8	5
CC(=O)c1c(C)[nH]c(C(=O)OCC(=O)c2ccc(C)s2)c1C	-95	6
c1ccc(C2NCCc3ccccc32)cc1 (configuration not stated)	7	-4
CC1(C(=O)Nc2cnc3ccccc3c2)CCN1Cc1ccccc1Cl (configuration not stated)	-8	-5
COc1ccc(CC(=O)NNC(=O)c2ccc(NC(C)=O)cc2)cc1	-7	4
O=CNc1cc(-c2ccc(C(=O)NC3CC3)cc2)cn2c(-c3ccccc3)cnc12	14	4
COc1cccc(-n2nnc3c(=O)n(Cc4cccc(C)c4)cnc32)c1	-11	-2
O=C(CCC1CCCN(C(=O)c2ccoc2)C1)NCc1ccc(F)c(F)c1 (configuration not stated)	8	-6
Cc1cccc(NS(=O)(=O)c2ccc(C)c(C(=O)NCc3ccncc3)c2)c1	-1	-1
CC1(C)N=C(c2cccs2)C(C)(C)N1O	-6	-9
COc1cc(C(C)=O)ccc1OCC(=O)Nc1ccc(C)c(S(=O)(=O)N2CCCCCC2)c1	4	-12
COC(=O)C(NC(=O)CSc1nc(N)cc(=O)[nH]1)c1ccccc1 (configuration not stated)	23	-2
CCCCOC(=O)Nc1cc(Cl)ccc1C	-22	11
Cc1cccc(N2C(=O)c3ccc(Br)cc3C2=O)n1	13	-16
COc1ccc(NC(=O)CN(C)CC(=O)c2[nH]c(C)c(C(C)=O)c2C)cc1	-6	4
CSc1ccc(CN(C)CCc2ccccn2)cc1	4	-1
CCOC(=O)c1ccc2c(c1)[n+](CC)c(C)n2-c1ccccc1	-14	4
O=C(Cc1cccc(NC(=O)C2CCN(C(=O)C3CCCCC3)CC2)c1)Nc1cccc(C(=O)N2CCCC2)c1	16	0
CC(C)c1cc(C(F)(F)F)n2nc(C(=O)Nc3ccc4c(c3)OCO4)cc2n1	10	22
CN(C)c1cccc2c1C(=O)c1ccccc1C2=O	9	-7
CC(CN1CCC(n2nccc2NC(=O)CCCc2ccccc2)CC1)c1ccccc1 (configuration not stated)	18	3
CCCCn1c(N)c(N(CCOC)C(=O)CCCn2c(=O)oc3ccccc32)c(=O)[nH]c1=O	-1	8
Cc1c(Cl)cccc1-n1c(SCC(=O)N2CCC(C(=O)O)CC2)nnc1-c1ccncc1	-6	12
Nc1nc2nccc(-c3ccccn3)n2n1	3	-8
O=C(Nc1ncccc1O)c1ccc(OCC2CCCO2)cc1 (configuration not stated)	-8	7
Cc1c(C(=O)NCCCN2CCOCC2)oc2ccc(S(=O)(=O)N3CCOCC3)cc12	4	0
Cc1noc(/C=C/c2cccs2)c1S(=O)(=O)N1CCC(C(=O)NCCCN2CCCC(C)C2)CC1 (configuration not stated)	11	21
COc1cc(/C=C2\NC(=S)N(C)C2=O)ccc1O	-1	9
Cc1ccc(S(=O)(=O)N(C)C[C@@H]2OCCCC[C@H](C)Oc3ccc(NC(=O)Nc4ccc(F)cc4)cc3C(=O)N([C@H](C)CO)C[C@H]2C)cc1	27	-25
CNC(=O)c1c(NC(=O)CCS(=O)(=O)c2ccccc2)sc(C)c1C	-7	5
COc1ccccc1N(C)S(=O)(=O)c1ccc(C(=O)Nc2ccncc2)cc1	-21	7
Cc1nn(Cc2c(Cl)cccc2Cl)c(C)c1NC(=O)c1cnn2c(C(F)F)cc(-c3ccccc3)nc12	1	-1
Cc1cc(C(=O)CN2C(=O)NC(C)(c3cc(F)ccc3F)C2=O)c(C)n1C1CC1 (configuration not stated)	-4	-10
Cn1nc(C(F)(F)F)c(-c2cccc(C(F)(F)F)c2)c1NC(=O)CSCC(=O)O	10	-4
CC(=O)NCCNC(=O)c1ccc(CSc2ccc(Cl)cc2)cc1	15	-9
CC(C)(C)c1ccc(/C=N/NC(=O)CN2CCS(=O)(=O)CC2)cc1	-14	0
COc1ccc(CCNC(=O)C(=O)NCC2OCCN2S(=O)(=O)c2ccc(C)cc2)cc1 (configuration not stated)	-3	10
COc1ccc(NC(=S)NC2CCCCC2)cn1	-6	1
COc1ccc(CC(=O)NC2CCSc3ccccc32)cc1OC (configuration not stated)	1	-2
CC(NC(=O)COC(=O)c1ccc2c(=O)n3c(nc2c1)CCCCC3)c1ccc(F)cc1 (configuration not stated)	0	-2
c1ccc(-c2nc(-c3ccncc3)n[nH]2)nc1	6	-4

More structures follow:
SMILES	H9c2 TAG inh	H9c2 TAG inh DAPI viability
O=C(OCCc1cc2ccccc2c(=O)o1)c1ccc2c(c1)OCO2	-9	-2
CCOC(=O)C1CCN(c2ncnc3c2oc2ccc(Cl)cc23)CC1	0	4
CCOC(=O)C1=C(CNCCc2ccc(Cl)cc2)NC(=O)NC1c1ccc2c(c1)OCO2 (configuration not stated)	-6	-4
COC(=O)c1cc(NC(=S)N2CCN(c3ccccn3)CC2)cc(C(=O)OC)c1	-4	-5
NS(=O)(=O)c1ccc(CCNC(=O)C(=O)c2cn(CC(=O)N3CCOCC3)c3ccccc23)cc1	4	-6
Cc1ccc(Cl)cc1N1CCN(C(=O)C2CCN(S(=O)(=O)c3cccnc3)CC2)CC1	-2	-1
CN1C(=O)CC(C(=O)O)SC1=Nc1cc(Cl)c(O)c(Cl)c1 (configuration not stated)	-9	0
Cc1cc(C)[n+](C)n1CC(O)Cn1c2ccccc2c2ccccc21 (configuration not stated)	8	5
Cc1ccc([N+](=O)[O-])cc1S(=O)(=O)Nc1cccc(S(=O)(=O)NC2=NCCC2)c1	-13	3
Cn1nc(C(C)(C)C)cc1C(=O)NNC(=O)c1ccc(C(F)(F)F)cc1	-15	7
Cc1ccc(CC2(c3ccccc3)NC(=O)NC2=O)cc1 (configuration not stated)	12	-8
O=C(COC(=O)c1cc(=O)[nH]c(=O)[nH]1)Nc1cccc(Cl)c1	-6	-7
CONC(=O)c1cc(OCC(F)(F)F)ccc1OCC(F)(F)F	-5	0
Cc1ccc(S(=O)(=O)N2CCC(C(=O)Nc3ccc4c(c3)OCO4)CC2)cc1	10	-3
Cn1c(COc2ccccc2)nnc1SCC(=O)Nc1nnc(C2CC2)s1	3	-1
CCOC(=O)c1sc(NC(=O)C(CC)Sc2nnc3c4ccccc4n(CC)c3n2)nc1C (configuration not stated)	26	6
COc1ccccc1-n1c(SCC(=O)OC(C)C)nc2cccnc21	-5	1
Cc1ccc(NC(=O)CSc2nnc(-c3ccccn3)n2N)cc1F	-11	-5
CN(C(=O)COC(=O)c1cc([N+](=O)[O-])ccc1Sc1ccccc1)C1CCS(=O)(=O)C1 (configuration not stated)	2	-6
OCCCn1c(C2CCCN2c2nc(-c3ccc(Cl)cc3)cs2)nc2cc(Cl)c(N3CCCCC3)cc21 (configuration not stated)	62*	-3.3*
CCCCc1ccc(NC(=O)c2ccc(NS(C)(=O)=O)cc2)cc1	-21	4
Clc1ccc(-c2ccnc(-n3cccc3)n2)s1	-6	6
Cc1nn(C)c(C)c1N1C(=O)c2cccc3c(Br)ccc(c23)C1=O	-18	6
CCCCN(C(=O)COC(=O)c1ccc(C)s1)c1c(N)n(CCC)c(=O)[nH]c1=O	2	-1
COc1ccccc1NC(=O)NNC(=O)c1ccc2ccccc2c1	-8	4
CCCS(=O)(=O)NC(=O)C1(C)CCN(C(=O)c2cccc(C)c2C)C1 (configuration not stated)	-2	-6
COc1ccc(S(N)(=O)=O)cc1C(=O)OCC(=O)Nc1ncc(Cl)c(C)c1Cl	-6	4
COc1cc(C(=O)Nc2ccc3c(c2)OCO3)c([N+](=O)[O-])cc1OC	-20	0
CCOc1ccc(NC(=O)CNC(=O)c2cn(-c3ccccc3OC)c(=O)c3ccccc23)cc1	2	-9
Cc1ccc(-c2csc(N=C(N)N)n2)c(C)c1	0	5
Cc1ccc(SC(C)C(=O)NC2CC2)cc1 (configuration not stated)	7	-2
Clc1ccc(-c2nc(C3CCCCC3)no2)cc1	-4	5
CN(C)S(=O)(=O)c1cccc(NC(=O)COC(=O)CCOc2ccccc2)c1	5	-5
CCCNC(=O)CSc1nc2ccccc2c(=O)n1CCC	14	-7
O=C(C1CC1)N1CCc2cc(Br)cc(S(=O)(=O)NCCN3CCOCC3)c21	-12	-4
O=C(N/N=C/C=C/c1ccccc1[N+](=O)[O-])c1cccs1	-6	1
CCN(CC)CC#CCC(O)(c1ccccc1)c1ccc(Br)cc1 (configuration not stated)	3	35
O=C(CN1CC[n+]2c(-c3ccccc3)csc21)c1ccc(Br)cc1	-1	-11
CCCN(CCC)CCNc1c(NC2CCN(C(=O)OCC)CC2)c(=O)c1=O	5	-3
CC[C@@H]1CCCCc2ccccc2[C@H](C(=O)C[C@H](O)CC(C)=O)OC1=O	-2	-6
O=C(Nc1ccccc1)c1ccccc1NC(=O)C1CCCCC1	22	7
CCOc1ccc(C(C)NC(=S)NCc2ccc(F)cc2)cc1 (configuration not stated)	-9	-3
Cc1ccc(NC(=O)c2ccncc2)cc1[N+](=O)[O-]	-3	-2
Cc1[nH]c2ccccc2c1C(O)CN1CCC2(CC1)OCCO2 (configuration not stated)	8	-3
CC(C)C(=O)Nc1nnc(-c2ccco2)s1	12	-14

Copied from the listing for reference:
SMILES	H9c2 TAG inh	H9c2 TAG inh DAPI viability
NC(=O)CC[C@H](NC(=O)c1ccc(F)cc1)C(=O)OCC(=O)NCc1ccc2c(c1)OCO2	3	-1
N#Cc1c(-c2ccccc2Cl)c2c([nH]c1=O)-c1ccccc1OC2	3	1
CNc1nc(NC)c2cn[nH]c2n1	8	-5
C[C@@H]1CN([C@H](C)CO)C(=O)CCCn2nncc2CO[C@H]1CN(C)S(=O)(=O)c1cccc(F)c1	-17	11
C[C@@H]1O[C@@H](O[C@H]2[C@H](Oc3cc(O)c4c(c3)O[C@H](c3ccc(O)cc3)CC4=O)O[C@H](CO)[C@@H](O)[C@@H]2O)[C@H](O)[C@H](O)[C@H]1O	-15	14
COc1c(C(C)C)cc(NC(C)=O)cc1C(C)C	-9	12
Cc1onc(-c2c(Cl)cccc2Cl)c1C(=O)N1C(C)CCCC1C (configuration not stated)	3	-5
Cc1nn(CC(C)C)c(Cl)c1C(=O)NCC(C)(C)N1CCOCC1	-1	9
Cc1nc2sccn2c(=O)c1S(=O)(=O)NC(C)c1ccccc1 (configuration not stated)	-3	7
CN(CC(=O)Nc1ccc(F)cc1)C(=O)COC(=O)c1cc(S(=O)(=O)N(C)C)ccc1N1CCCC1	13	-9
CC(C)(C)OC(=O)NCc1ccc(CNC(=O)c2nc[nH]c2C(=O)N2CCc3ccccc3C2)cc1	10	1
O=C(Nc1cccc(S(=O)(=O)N2CCOCC2)c1)c1ccc(N2CCOCC2)c([N+](=O)[O-])c1	-10	7
COc1cccc(C#Cc2cnc3c(c2)C(=O)N([C@@H](C)CO)C[C@H](C)[C@H](CN(C)C(=O)C2CCC2)O3)c1	-3	17
O=C(Oc1ccc(C(=S)N2CCOCC2)cc1)c1ccccc1[N+](=O)[O-]	-8	0
CN(C)CCNC(=O)c1cccc2ccc(-c3ccc(-c4ccccc4)cc3)nc12	60*	173*

(list continues)
SMILES	H9c2 TAG inh	H9c2 TAG inh DAPI viability
COc1ccc(N(CC(=O)Nc2ccc(F)cc2)S(=O)(=O)c2ccccc2[N+](=O)[O-])c(OC)c1	-2	-9
O=C(NN=C1CCCCCC1)c1cccnc1	8	-9
CCC(C)NC(=O)CN1C(=O)c2cccc3cccc1c23 (configuration not stated)	-7	8
COc1ccccc1/C=C/C(=O)OCC(=O)N1c2ccccc2CC1C (configuration not stated)	7	-15
COc1ccccc1OCC(=O)N/N=C1\CCCCc2ccccc21	-14	2
COc1ccc(OC)c(NC2=NC3(CCCC3)N=C(N)N2)c1	13	15
CC1(C)N=C(SCC(=O)Nc2ccc(Cl)cc2)C(c2ccccc2)=N1	-12	6
COc1ccc(N2C(=S)NC3c4cc(Cl)ccc4OC2(C)C3C(=O)N(C)C)cc1 (configuration not stated)	-1	-9
C=C(C)CSc1nnc2n(Cc3ccccc3)c(=O)c3c4c(sc3n12)CCC4	0	-6
COc1cc(C)ccc1S(=O)(=O)NC(=O)C1(C)CCN1C(=O)Cc1ccc(Cl)cc1Cl (configuration not stated)	-7	-5
Nc1[nH]n2c(=O)cc(-c3ccccc3)nc2c1N=Nc1ccccc1	6	-1
